# GLP-1R inv ag: qHTS of GLP-1 Receptor Inverse Agonists (Inhibition Mode); HEK293 GLP-1R CRE-luciferase, luminescence, 24 h; GLP-1R form is constitutively active; Potency, µM (titrated, usually from 38.3 µM), for inactives: top-dose activity change, negative = inhibition, hits mostly inhibitors; 410,000 compounds, 1.6% hits; further: potency means the concentration at half of the fitted maximal effect; on the % scale 0 is the no-effect control and ±100 the full control effect; nearly all actives have a fitted effect of over 55% in size
#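 Stable HEK293 clone (constitutively active GLP-1R + cAMP-response luciferase); 200 cells/uL plated, 12 h pre-culture, compound 24 hr, 37 deg C/5% CO2; detection reagent 12 min RT; luminescence.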
# GLP1R cytotox: qHTS of GLP-1 Receptor Inverse Agonists: Cytotox Screen. AID 624418, 2012. Potency, µM (series often up to 38.3 µM), without a hit: top-dose activity change, negative = inhibition, usual class: inhibitors. 410,000 compounds, 0.13% hits. HEK293 cAMP-luciferase reporter cells, luminescence, 24 h;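 further: loss of luciferase light is scored as toxicity; potency means the concentration at half of the fitted maximal effect; on the % scale 0 is the no-effect control and ±100 the full control effect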
#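 Luminescence readout: signal drop marks cytotoxicity. Plated cells grew 12 h at 37 °C, 5% CO2, received 23 nL compound for 24 h, then got luciferase reagent, read after 12 min at RT.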
# PTHR1 ag: qHTS for PTHR1 Agonists: Primary Screen; Parathyroid hormone/parathyroid hormone-related peptide receptor (Homo sapiens), Q03431; HEK293 GP2 PTHR1 cells, GloSensor cAMP luminescence, 1 h; Potency, µM (series often up to 115 µM), for inactives: at the highest dose activation, most hits filed as activators; 410,000 compounds, 0.075% hits; further: potency means the concentration at half of the fitted maximal effect; nearly all actives have a fitted effect of over 55% in size; some results filed as inactive show a strong effect at the top dose; inactives centre near -15; many of its hits are not listed in these tables
# Target sequence (Q03431 whole entry, looked up): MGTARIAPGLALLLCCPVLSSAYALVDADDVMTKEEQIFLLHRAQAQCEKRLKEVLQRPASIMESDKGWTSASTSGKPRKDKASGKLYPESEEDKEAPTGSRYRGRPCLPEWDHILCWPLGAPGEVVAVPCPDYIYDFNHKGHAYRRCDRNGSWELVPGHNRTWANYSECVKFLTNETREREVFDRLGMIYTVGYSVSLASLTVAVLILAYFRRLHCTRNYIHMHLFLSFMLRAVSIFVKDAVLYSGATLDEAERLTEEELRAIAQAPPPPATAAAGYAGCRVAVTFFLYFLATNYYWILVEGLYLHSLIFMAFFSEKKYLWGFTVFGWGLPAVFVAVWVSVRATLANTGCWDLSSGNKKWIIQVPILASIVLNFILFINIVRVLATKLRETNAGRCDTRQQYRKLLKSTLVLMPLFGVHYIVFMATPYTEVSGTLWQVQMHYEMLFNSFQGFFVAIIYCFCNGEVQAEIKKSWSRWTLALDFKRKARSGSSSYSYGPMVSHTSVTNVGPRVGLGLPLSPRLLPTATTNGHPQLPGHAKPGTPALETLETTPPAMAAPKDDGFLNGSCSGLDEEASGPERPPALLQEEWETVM
#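 HEK-293-derived GP2 cells expressing PTHR1 and a GloSensor cAMP reporter, 3,000/well, plated overnight, given luciferin plus IBMX (each 0.5 mM as added) for 1 h at 37 °C, then compound for 1 h at 37 °C. Luminescence was read after 15 min at room temperature.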
# TDP-43 yeast inh: qHTS of TDP-43 Inhibitors; TDP-43 expressing yeast growth rescue, BacTiter-Glo, 24 h; Potency, µM (highest dose often 46.1 µM), inactives show at the highest dose growth rescue (activation), most hits filed as activators; 410,000 compounds, 1.8% hits; AID 652104, 2013; further: potency means the concentration at half of the fitted maximal effect; % of control where 0% means no effect; nearly all actives have a fitted effect of over 50% in size
#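 Readout is BacTiter-Glo luminescence of cell growth, so inhibitors register as activators. TDP-43-expressing yeast at OD600=0.02 in galactose medium, after raffinose pregrowth to mid-log, were incubated with compound for 24 hr at 30 deg C.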
# FUS suppressor: qHTS for Suppressors of FUS Proteinopathy: Primary screen using FUS-linked yeast assay; S. cerevisiae FUS-expressing, growth rescue, OD600, 24 h; Potency, µM (doses to about 76.6 µM), for the others: top-dose growth rescue (activation), usual class: activators; 390,000 compounds, 0.24% hits; AID 1347120, 2019;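 further: potency means the concentration at half of the fitted maximal effect; plate controls were DMSO vehicle for no effect and reference control for full effect; nearly all actives have a fitted effect of over 55% in size; some results filed as inactive show a strong effect at the top dose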
#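 Compound concentration series was pinned onto galactose-induced FUS-expressing yeast seeded at OD 0.005. Plates sat 24hr at 30C; absorbance at 600 nm gave growth. DMSO served as background control.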
# aSyn rescue: qHTS of alpha-syn Inhibitors; Yeast expressing alpha-synuclein, growth rescue, BacTiter-Glo, 24 h; Potency, µM (titrated, usually from 46.1 µM), without a hit: at the highest dose growth rescue (activation), most hits filed as activators; 370,000 compounds, 0.14% hits; AID 652106, 2013; further: potency means the concentration at half of the fitted maximal effect; % of control where 0% means no effect; nearly all actives have a fitted effect of over 65% in size
#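 Readout is rescue of growth in alpha-synuclein-expressing yeast, so inhibitors of toxicity appear as activators. Growth after 24 hr at 30 deg C in galactose medium is quantified by luminescence.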
# pAkt inh: HTS Assay for Inhibitors of Akt Phophorylation: Primary Screen. Neuro2A IGF-stimulated pAkt S473 HTRF, 20 min; active compounds read low. activity change, % for hits at 50 µM. 360,000 compounds, 0.32% hits. AID 651550, 2012; in the data active means activity change below about -80%; inconclusive means mostly about -51% to -80%; further: on the % scale 0 is the no-effect control and ±100 the full control effect
#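 Single-point screen (50 µM final compound) in Neuro2A cells stimulated 20 min with 6 nM IGF at 37 deg C. After lysis, Ser473-phosphorylated Akt read by HTRF (ex 330 nm, em 615/665 nm) as the 665/615 ratio.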
# Abeta yeast res: qHTS for compounds that reverse cellular toxicity of Amyloid beta (A-beta) peptide in yeast: Primary Screen; yeast expressing A-beta42, growth rescue, OD600, 48 h; response scale: 0% DMSO, 100% iron-clioquinol control; Potency, µM (doses to about 46.1 µM), for the others: at the highest dose growth rescue, actives largely listed as activators; 410,000 compounds, 0.063% hits; AID 1347071, 2019; further: potency means the concentration at half of the fitted maximal effect; nearly all actives have a fitted effect of over 55% in size
#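 Growth rescue measured by 600 nm absorbance after 48 h yeast culture at 30 C with compound. Values normalized between DMSO and an equimolar ferric chloride plus clioquinol control.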
# MmCpn inh: Inhibitors of TCP-1 ring complex (TRiC) of Methanococcus maripaludis (MmCpn): qHTS; purified Mm-Cpn ATPase, ADP Transcreener TR-FRET; Potency, µM (highest dose often 76.9 µM), for inactives: top-dose activity, negative = inhibition, actives largely listed as inhibitors; 330,000 compounds, 0.031% hits; further: potency means the concentration at half of the fitted maximal effect; on the % scale 0 is the no-effect control and ±100 the full control effect; nearly all actives have a fitted effect of over 80% in size
#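 Reaction buffer contained 30 mM Tris pH 7.4, 100 mM KCl, 5 mM MgCl2 and 1 mM DTT. Mm-CPN (25 nM final) hydrolysed 10 uM ATP over 30 min at 37°C; ADP was read by HTRF.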
# * = called active by the depositor; i = inactive; ? = inconclusive; . = no result given; & = joins results of further samples; [ ] = another dose, or the depositor's remark. Unless noted, the call rests on the fitted dose curve; in most records, active means well fitted curve in the direction sought with a large enough effect; inconclusive means small, poorly fitted or top-dose-only effect, or another doubt; inactive means no such curve, though single readings can be large; an effect the other way counts as inactive or inconclusive.
(1) COc1ccccc1C(=O)OCc1cc(=O)n2ccsc2n1
(2) COc1ccc(CCNC(=O)C2CCN(C(=O)c3ccc(F)cc3)CC2)cc1OC
(3) Cc1cc(C)n(-c2nc3cc(Cl)c(Cl)cc3nc2Nc2c(C)cccc2C)n1
(4) Cc1cc(=O)[nH]c(SCC(=O)Nc2c(C)n(C)n(-c3ccccc3)c2=O)c1C#N
(5) Cc1cc(C)cc(C(O)c2ncc(-c3ccc(F)cc3)[nH]2)c1 (configuration not stated)
(6) CCOC(=O)C1CCN(CC(C)(C)NS(=O)(=O)c2ccccc2)CC1
(7) CC(=O)N1CCN(c2ccc(Oc3ccc([N+](=O)[O-])c(C(F)(F)F)c3)cc2)CC1
(8) CN(C)c1ccc(/C=N/NC(=O)c2ccc3c(c2)OCCO3)cc1
assay / compound | 1 | 2 | 3 | 4 | 5 | 6 | 7 | 8
PTHR1 ag | i | -27% | -14% | ? | -16% | i | -37%[inhibitor] | -11%
TDP-43 yeast inh | 16µM* | 2% | 23% | -17% | 16% | -7% | 21% | 18%
Abeta yeast res | -8% | -3% | 1% | 2% | -8% | 0% | 18% | 7%
FUS suppressor | 6% | -12% | -6% | -5% | -13% | -33% | 40% | 20%
aSyn rescue | 12% | 7% | . | -6% | 13% | 2% | 2% | -10%
MmCpn inh | 0% | -4% | . | -6% | . | 1% | 0% | -5%
pAkt inh | i | i | . | i | i | i | i | i
GLP-1R inv ag | 7% | -1% | 3% | 8% | -3% | ? | ? | -31%
GLP1R cytotox | 12% | 0% | 1% | 12% | -1% | -2% | -8% | 0%

(9) CCc1nc2ccc(C(=O)N3CCN(c4ccccc4)CC3)cn2c1N(CCC(C)C)CCN(C)C
(10) CC(=O)N/N=C(/C)c1ccc(NC(=O)c2csc(C)c2C)cc1
(11) C=CCNc1oc(-c2ccc(-c3ccccc3)cc2)nc1C#N
(12) O=C(COc1ccccc1)Nc1cccc(-c2nnc(-c3ccccc3)o2)c1
(13) CCC(=O)Nc1cc2c(cc1C(C)=O)OCCO2
(14) O=C(NCc1ccc(Cl)cc1)c1cccc(NC(=O)c2ccccc2)c1
(15) CCc1cccc(C)c1NC(=O)CSc1nc2ccncc2[nH]1
(16) O=C(Nc1cc(Cl)cc(Cl)c1)N1CCCN(Cc2ccccc2)CC1
assay / compound | 9 | 10 | 11 | 12 | 13 | 14 | 15 | 16
PTHR1 ag | i | ? | 10% | -14%[57.5 µM] | -23%[57.5 µM] | -44%[inhibitor] | -9%&-8% | i
TDP-43 yeast inh | 3% | -3% | . | 16% | 2% | 0% | 6%&4% | -11%
Abeta yeast res | -18% | -5% | 16% | 26% | 6% | ? | 15%&-10% | 13%
FUS suppressor | 2% | -3% | -3% | 17% | 2% | 21% | 20%&-2% | -1%
aSyn rescue | -6% | -11% | . | 2% | 2% | -5% | -1% | 3%
MmCpn inh | . | 1% | 1% | -5% | 0% | 2% | -1% | 7%
pAkt inh | i | i | . | i | i | i | i | i
GLP-1R inv ag | ? | 24% | . | ? | 0% | ? | ? | ?
GLP1R cytotox | ? | 3% | . | -28% | -5% | -29% | -14%&-1% | -8%

# Reprinted from the part before: four compounds, then new ones.
(13) CCC(=O)Nc1cc2c(cc1C(C)=O)OCCO2
(14) O=C(NCc1ccc(Cl)cc1)c1cccc(NC(=O)c2ccccc2)c1
(15) CCc1cccc(C)c1NC(=O)CSc1nc2ccncc2[nH]1
(16) O=C(Nc1cc(Cl)cc(Cl)c1)N1CCCN(Cc2ccccc2)CC1
(17) Cc1cccc(-c2cc3nc4c(c(N5CCC6(CC5)OCCO6)n3n2)CCCC4)c1
(18) C[C@H](CO)N1C[C@H](C)[C@@H](CN(C)C(=O)c2cccnc2)Oc2ncc(Br)cc2C1=O
(19) CCOc1ccc(OCC(=O)OCC(=O)NNC(=O)c2ccc([N+](=O)[O-])cc2)cc1
(20) O=C(Nc1nnc(-c2ccc(F)cc2)s1)Nc1ccccc1F
(21) O=C(CSCCc1ccccn1)Nc1cccnc1Cl
(22) CCN1C(=O)[C@@H]2[C@@H]3CN(S(=O)(=O)c4ccc(C)cc4)[C@@H](c4ccccc4F)[C@@H]3C(=O)C[C@@H]2C1=O
(23) O=C(CNC(=O)c1ccco1)N/N=C/c1cccs1
(24) O=C(O)c1ccccc1Nc1ccnc(Cl)n1
assay / compound | 13 | 14 | 15 | 16 | 17 | 18 | 19 | 20 | 21 | 22 | 23 | 24
PTHR1 ag | -23%[57.5 µM] | -44%[inhibitor] | -9%&-8% | i | i | -13% | -3% | -20% | -1% | -23% | i | 16%
TDP-43 yeast inh | 2% | 0% | 6%&4% | -11% | -6% | 13% | -13% | 18% | 0% | 0% | -16% | -4%
Abeta yeast res | 6% | ? | 15%&-10% | 13% | 1% | 0% | -2% | 3% | -7% | 1% | -14% | -28%
FUS suppressor | 2% | 21% | 20%&-2% | -1% | -3% | -1% | 9% | -7% | 2% | 12% | 13% | 6%
aSyn rescue | 2% | -5% | -1% | 3% | 0% | 0% | 2% | 6% | -9% | -8% | 1% | -7%
MmCpn inh | 0% | 2% | -1% | 7% | . | . | 2% | 0% | -1% | . | 1% | -4%
pAkt inh | i | i | i | i | i | i | i | i | i | i | i | i
GLP-1R inv ag | 0% | ? | ? | ? | 6% | 10% | 8% | 13% | -27% | 27% | 8% | 7%
GLP1R cytotox | -5% | -29% | -14%&-1% | -8% | 6% | -2% | -4% | -34% | -5% | -3% | 5% | 2%

# 4 compounds picked at random from those above, as already listed:
(19) CCOc1ccc(OCC(=O)OCC(=O)NNC(=O)c2ccc([N+](=O)[O-])cc2)cc1
(24) O=C(O)c1ccccc1Nc1ccnc(Cl)n1
(22) CCN1C(=O)[C@@H]2[C@@H]3CN(S(=O)(=O)c4ccc(C)cc4)[C@@H](c4ccccc4F)[C@@H]3C(=O)C[C@@H]2C1=O
(21) O=C(CSCCc1ccccn1)Nc1cccnc1Cl
assay / compound | 19 | 24 | 22 | 21
PTHR1 ag | -3% | 16% | -23% | -1%
TDP-43 yeast inh | -13% | -4% | 0% | 0%
Abeta yeast res | -2% | -28% | 1% | -7%
FUS suppressor | 9% | 6% | 12% | 2%
aSyn rescue | 2% | -7% | -8% | -9%
MmCpn inh | 2% | -4% | . | -1%
pAkt inh | i | i | i | i
GLP-1R inv ag | 8% | 7% | 27% | -27%
GLP1R cytotox | -4% | 2% | -3% | -5%

# Bioassay records as filed in PubChem BioAssay.

# An excerpt. The share of hits here may be higher or lower than overall.
